A549 viability – kills or reduces viability of A549 cells in Nrf2 counter-screen; A549 ARE-Fluc cells, CellTiter-Fluor viability, 18-24 h; 390,000 tested, 0.16% active; Potency, µM (titrated, usually from 46 µM), for inactives: at the top dose activity change, negative = cytotoxicity, most hits filed as inhibitors; also: % is scaled to controls: 0 for no effect and ±100 for the full control effect
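Cytotoxicity counterscreen: CellTiter-Fluor fluorescence was measured in A549 ARE_Fluc cells after 18-24 h of compound exposure in a concentration series. The subsequent BugLite luminescent read reports ARE-luciferase activity.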
EPAC2 antagonist – antagonists of human EPAC2; Q8WZA2; EPAC2 GEF exchange of Rap1B-BODIPY-GDP, fluorescence; Potency, µM (doses to about 114 µM), for inactives: top-dose activity, negative = inhibition, most hits filed as inhibitors; 360,000 tested, 0.18% active; also: % is scaled to controls: 0 for no effect and ±100 for the full control effect; nearly all actives have a fitted effect of over 45% in size; many of its hits are not listed in these tables
Target sequence (Q8WZA2 whole entry, looked up): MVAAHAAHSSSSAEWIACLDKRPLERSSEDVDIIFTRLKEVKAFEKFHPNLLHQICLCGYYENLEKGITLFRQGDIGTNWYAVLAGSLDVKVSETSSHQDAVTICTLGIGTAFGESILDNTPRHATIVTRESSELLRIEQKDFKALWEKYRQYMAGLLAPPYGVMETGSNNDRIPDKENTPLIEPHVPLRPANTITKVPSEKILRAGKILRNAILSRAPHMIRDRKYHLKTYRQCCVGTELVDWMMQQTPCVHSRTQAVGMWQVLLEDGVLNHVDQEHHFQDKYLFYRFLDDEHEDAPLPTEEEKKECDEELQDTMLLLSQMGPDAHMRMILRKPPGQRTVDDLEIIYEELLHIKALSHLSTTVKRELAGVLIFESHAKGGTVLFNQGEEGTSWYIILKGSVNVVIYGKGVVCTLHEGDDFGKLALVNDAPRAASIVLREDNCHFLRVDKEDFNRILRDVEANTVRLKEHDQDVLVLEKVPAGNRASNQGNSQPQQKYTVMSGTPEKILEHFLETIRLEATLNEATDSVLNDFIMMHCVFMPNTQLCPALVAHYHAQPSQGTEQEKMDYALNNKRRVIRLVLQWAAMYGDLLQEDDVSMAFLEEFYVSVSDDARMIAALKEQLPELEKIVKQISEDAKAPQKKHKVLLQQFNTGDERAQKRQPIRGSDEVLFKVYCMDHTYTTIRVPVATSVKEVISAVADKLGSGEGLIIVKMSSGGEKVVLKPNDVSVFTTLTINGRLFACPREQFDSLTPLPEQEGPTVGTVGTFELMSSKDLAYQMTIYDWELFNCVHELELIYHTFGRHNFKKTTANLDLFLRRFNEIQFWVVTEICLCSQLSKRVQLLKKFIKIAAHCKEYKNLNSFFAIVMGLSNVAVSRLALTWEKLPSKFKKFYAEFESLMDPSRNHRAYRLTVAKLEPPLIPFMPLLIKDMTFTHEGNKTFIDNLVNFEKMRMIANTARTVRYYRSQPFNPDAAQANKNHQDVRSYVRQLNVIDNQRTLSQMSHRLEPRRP
Nrf2 activator – activates Nrf2 signaling; AREc32 ARE-luciferase reporter (MCF7-derived line), luminescence, 24 h; Potency, µM (doses to about 46.1 µM), for inactives: at the top dose activation, usual class: activators; 410,000 tested, 0.31% active; AID 624171; also: % of control where 0% means no effect; nearly all actives have a fitted effect of over 65% in size
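Luciferase luminescence (Steady-Glo, 30 min at room temperature) served as the read-out of ARE activation in AREc32 cells treated with compounds for 24 hr at 37 deg C.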
Nrf2 inh – blocks Nrf2 signaling; A549 ARE-Fluc reporter, luciferase luminescence, 18-24 h; Potency, µM (series often up to 46 µM), for the others: at the highest dose activity change, negative = inhibition, actives largely listed as inhibitors; 360,000 tested, 2.1% active; also: % is scaled to controls: 0 for no effect and ±100 for the full control effect; nearly all actives have a fitted effect of over 60% in size
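Nrf2 activity is the BugLite luminescence, read 15 min after reagent at room temperature, following CellTiter-Fluor cytotoxicity readout (30 min, 37C). Compound titrations were applied for 18-24 h to 5000 A549 ARE_Fluc cells/well in 5% FBS OPTI-MEM.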
MCF10A rereplic – DNA re-replication induction in MCF 10a cells; 350,000 tested, 2.9% active; Potency, µM (top dose mostly 46.1 µM), for inactives: at the top dose activity, positive = re-replication, actives largely listed as activators; MCF 10A DNA re-replication, Hoechst nuclear intensity, 48 h; AID 624296; also: % of control where 0% means no effect; nearly all actives have a fitted effect of over 50% in size
ATXN2 expr inh – ATXN2 expression inhibition | AID 1745845 | HEK-293 ATXN2-luciferase reporter, luminescence, 24 h | Potency, µM (top dose mostly 57 µM), inactives show top-dose activity change, negative = inhibition, hits mostly inhibitors | 360,000 tested, 0.72% active; also: % is scaled to controls: 0 for no effect and ±100 for the full control effect; nearly all actives have a fitted effect of over 55% in size
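qHTS (up to 57 uM final) was run with 24 h compound exposure of reporter cells at 37 °C. Each well was multiplexed: SteadyGlo luminescence measured ATXN2-luciferase expression after a fluorogenic Gly-Phe-AFC viability readout (25 uM final).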
TGFb inhibitor – inhibitors of TGF-b signaling; HepG2 CAGA-GFP TGF-b/SMAD3 reporter, GFP fluorescence, 18 h; TGF-beta stimulated, 500 pg/mL final; Potency, µM (series often up to 46.1 µM), without a hit: at the top dose activity, negative = inhibition, actives largely listed as inhibitors; 410,000 tested, 1.2% active; AID 588855; also: % is scaled to controls: 0 for no effect and ±100 for the full control effect; nearly all actives have a fitted effect of over 65% in size
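Using HEPG2 CAGA-GFP reporter cells at 1000 cells/well, we pinned test compounds, stimulated with recombinant TGF-beta (500 pg/mL final) and measured total well GFP after 18 h.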
ATXN viability – cell viability loss in ATXN counter-screen | S2 cells (HEK-293 line with an ATXN2-luciferase reporter) viability, CellTiter-Fluor protease fluorescence, 24 h | Potency, µM (highest dose often 56.7 µM), usual class: cytotoxic | 400,000 tested, 0.49% active; also: nearly all actives have a fitted effect of over 40% in size
HepG2 viability – counter-screen for TGF-b inhibitors: cytotoxicity in HepG2 cells. 410,000 tested, 0.76% active. HepG2 CAGA-GFP viability, ATP luminescence, 18 h. Potency, µM (top dose mostly 46.1 µM), for the others: top-dose activity change, negative = cytotoxicity, hits mostly cytotoxic. AID 588856; also: some results filed as inactive show a strong effect at the top dose
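HepG2 CAGA-GFP cells (1000/well, DMEM with 1% FBS) received compound, then TGF-beta at 500 pg/mL final, and were incubated 18 hours at 37 degrees C. Viability was read by CellTiter-Glo luminescence. Media-only wells were set as complete cell-killing and DMSO as no toxicity.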
Numbers without * were called inactive; i = inactive; ? = inconclusive; . = no result given; [ ] = remark or other dose. Calls follow the shape of the dose curve; as a rule, active = well fitted curve in the direction sought with a large enough effect; inconclusive = small, poorly fitted or top-dose-only effect, or another doubt; inactive = no such curve, though single readings can be large; an effect the other way counts as inactive or inconclusive. Potency is read from the fitted curve at half-maximal effect. This is a subset; the hit share may differ from the screen's.

SMILES	A549 viability	EPAC2 antagonist	Nrf2 activator	Nrf2 inh	MCF10A rereplic	ATXN2 expr inh	TGFb inhibitor	ATXN viability	HepG2 viability
O=C(NNC(=S)Nc1ccccc1C(F)(F)F)c1ccc(Br)o1	-5%	0%	0.3%	7%	-2%	.	-3%	i	-2%
Cc1cccc2cc(CN(C(=O)c3cccs3)c3ccccc3)c(=O)[nH]c12	3%	23%	-0.9%	-3%	-75%[inhibitor]	-2%	8%	i	-2%
CCOC(=O)c1cc(NC(=O)c2ccc(OC)cc2)c(=O)n2c1oc1ccc(Cl)cc12	-4%	.	0.1%	2%	.	10%	9%	i	3%
Cc1ccc(SCc2cn3cccnc3n2)cc1	-1%	17%	0.4%	.	2%	30%[activator]	-4%	i	-14%
O=C(CSc1nc(-c2ccccc2)cc(=O)[nH]1)Nc1ccccn1	-7%	16%	7.9%	.	-1%	-14%	0%	i	7%
Cc1ccc(S(=O)(=O)N2CCN(C(=O)COC(=O)c3ncc(Cl)c(Cl)c3Cl)CC2)c(C)c1	1%	2%	16%	1%	4%	6%	2%	i	-1%
CC(C)CNS(=O)(=O)c1cc(C(=O)OCC(=O)c2ccc3c(c2)OCCO3)c(Cl)cc1Cl	-5%	-12%	3.0%	20%	?	.	-8%	i	-28%
CCc1ccc(Nc2sc(C(=O)c3ccccc3)c(N)c2S(C)(=O)=O)cc1	-4%	.	0.9%	-4%	.	.	-12%	.	-32%
Cc1cc(NC(=O)CCc2ccccc2)c([N+](=O)[O-])cc1C	11%	-7%	0.5%	2%	0%	42%[activator]	1%	i	5%
COc1ccccc1C(=O)N/C(=N/c1nc(C)cc(C)n1)Nc1ccccc1	-15%	5%	14%	?	11%	-11%	?	?	-35%
Cn1cnc2cc(NS(=O)(=O)c3ccc(Br)cc3)ccc21	3%	13%	-0.3%	.	-26%	5%	6%	i	9%
Cc1ccc(COCC(CC(C)C)N2CCN(C(=O)c3cccc(C(F)(F)F)c3)CCC2=O)cc1 (configuration not stated)	-3%	?	0.6%	-8%	-3%	?	?	?	-12%
COc1cc2c(cc1OC)CN(C(=O)CN1CCN(S(=O)(=O)c3ccccc3Br)CC1)CC2	-7%	2%	-0.6%	1.8µM*	-3%	.	17%	i	-10%
COc1cc(-c2nnc(SCC(=O)Nc3cc(C)on3)n2C)cc(OC)c1O	-8%	2%	0.1%	-19%	-6%	11%	-5%	i	7%
O=C(Nc1cc(Cl)ccc1-n1cncn1)c1ccc([N+](=O)[O-])s1	-21%	11%	-0.3%	?	21µM*	?	?	i	-102%
O=C(C1=NN[C@@H]2C(=O)N(c3cccc(F)c3)C(=O)[C@H]12)C(c1ccccc1)c1ccccc1	2%	10%	3.8%[9.22 µM]	0%	0%	-7%	-2%	i	-2%
CCOC(=O)C(C)Sc1ncc(-c2ccccc2)cn1 (configuration not stated)	1%	-7%	-0.2%	15%	1%	56%[activator]	3%	i	2%
Cc1c(C)n(-c2ccccc2)c2ncnc(NCCCN(C)C)c12	-1%	10%	-0.1%	6%	-1%	-13%	-6%	i	-20%
Cc1cccc(NC(=O)c2ccc(N3C(=O)C4C5C=CC(C6CC56)C4C3=O)cc2)c1 (configuration not stated)	-1%	-1%	0.2%	?	-11%	?	0%	i	1%
CCOC(=O)CN1C(=O)N[C@@H](c2cccc(F)c2)C(C(=O)OC)=C1C	0%	?	-0.1%	-3%	15%	-3%	-59%	i	4%
Cc1ccnc(OC(C(=O)O)C(OCCc2ccccc2)(c2ccccc2)c2ccccc2)n1 (configuration not stated)	-25%	-5%	-0.1%	?	10%	-10%	?	i	-19%
Fc1ccc(/C=N/N2CCCCC2)c(F)c1	2%	8%	-0.1%	4%	0%	.	-9%	i	-11%
Cc1cc(N2CCN(C(=O)c3ccco3)CC2)n2ncc(-c3ccccc3)c2n1	-1%	8%	6.0%	.	?	39%[activator]	17%	i	-35%
COc1ccc(S(=O)(=O)N(C)c2ccc(C(=O)NCc3ccco3)cc2)cc1	-6%	-4%	0.5%	-11%	14%	6%	5%	i	11%

Ordered by molar mass (smallest number first): three of the compounds above.
SMILES	A549 viability	EPAC2 antagonist	Nrf2 activator	Nrf2 inh	MCF10A rereplic	ATXN2 expr inh	TGFb inhibitor	ATXN viability	HepG2 viability
CCOC(=O)CN1C(=O)N[C@@H](c2cccc(F)c2)C(C(=O)OC)=C1C	0%	?	-0.1%	-3%	15%	-3%	-59%	i	4%
COc1ccc(S(=O)(=O)N(C)c2ccc(C(=O)NCc3ccco3)cc2)cc1	-6%	-4%	0.5%	-11%	14%	6%	5%	i	11%
COc1cc2c(cc1OC)CN(C(=O)CN1CCN(S(=O)(=O)c3ccccc3Br)CC1)CC2	-7%	2%	-0.6%	1.8µM*	-3%	.	17%	i	-10%

The list goes on.
SMILES	A549 viability	EPAC2 antagonist	Nrf2 activator	Nrf2 inh	MCF10A rereplic	ATXN2 expr inh	TGFb inhibitor	ATXN viability	HepG2 viability
COc1ccccc1CNC(=O)C1(C)Oc2cccnc2NC1=O (configuration not stated)	5%	-6%	0.2%	?	-1%	-7%	8%	i	4%
CN(CC(=O)Nc1ccccc1Br)C(=O)C1CCN(C(=O)c2ccc(Cl)cc2)CC1	-1%	-10%	0.4%	3%	6%	9%	-20%	i	-8%
Cc1ccc(NC(=O)Cn2cccc2)cc1Cl	6%	1%	-0.3%	.	-7%	-3%	-2%	i	-6%
CC(C)NC(=O)c1c(O)c2cccc3c2n(c1=O)CCC3	16%	0%	0.5%	4%	-2%	-40%	-9%	i	-29%
CC(C)c1ccccc1NCC(=O)N1CCN(Cc2ccccc2)CC1	-3%	-10%	0.1%	3%	10%	-6%	0%	i	-1%
COc1ccc(CNC(=O)C(=O)NCCC2CCCCN2S(=O)(=O)c2ccccc2)cc1 (configuration not stated)	13%	1%	1.8%	-18%	10%	-12%	-8%	i	0%
CC1(C(=O)Nc2ccc3nc[nH]c3c2)CCN1C(=O)C1(c2ccccc2)CC1 (configuration not stated)	.	-12%	-0.8%	.	.	-5%	18%	i	10%
Cc1ccc(C)c(NS(=O)(=O)c2cc(C(N)=O)ccc2C)c1	12%	-4%	-0.8%	-22%	19%	7%	-2%	i	-6%
COc1cc2c(cc1OC)/C(=C/C#N)NC(C)(C)C2	-8%	-2%	0.3%	-4%	3%	-4%	11%	i	-25%
O=C(CCCOc1ccccc1)Nc1cccnc1	4%	2%	-0.7%	11%	?	3%	0%	i	8%
N#Cc1cccc(NC(=O)Nc2cccs2)c1	-9%	-11%	?	-31%	-5%	7%	-4%	i	-60%
Cc1sc2nc(CSCC(=O)N(CCC#N)c3ccccc3)[nH]c(=O)c2c1C	0%	-1%	3.2%	9%	-2%	-2%	-3%	i	1%

Reprinted at random: 2 records from the list.
SMILES	A549 viability	EPAC2 antagonist	Nrf2 activator	Nrf2 inh	MCF10A rereplic	ATXN2 expr inh	TGFb inhibitor	ATXN viability	HepG2 viability
COc1ccccc1CNC(=O)C1(C)Oc2cccnc2NC1=O (configuration not stated)	5%	-6%	0.2%	?	-1%	-7%	8%	i	4%
Cc1ccc(C)c(NS(=O)(=O)c2cc(C(N)=O)ccc2C)c1	12%	-4%	-0.8%	-22%	19%	7%	-2%	i	-6%

(continued)
SMILES	A549 viability	EPAC2 antagonist	Nrf2 activator	Nrf2 inh	MCF10A rereplic	ATXN2 expr inh	TGFb inhibitor	ATXN viability	HepG2 viability
CN1/C(=C/C=N/NC(=O)c2ccc([N+](=O)[O-])cc2)C(C)(C)c2ccccc21	-10%	-1%	-0.1%	-9%	10%	-1%	6%	i	-2%
O=C(/C=C/c1ccc(O)c(O)c1)OCCc1ccccc1	-19%	-10%	?	-25%	?	-8%	-2%	?	-42%
S=C(NC1CCCC1)N1CCN(c2cccc(Cl)c2)CC1	?	-3%	-1.0%	?	7%	-35%	?	i	-27%
O=C(CCn1c(=S)oc2ccccc21)NC1CCCCC1	2%	-2%	-0.7%	0%	-1%	3%	5%	i	0%
Cc1nc(N)ncc1C(=O)Nc1ccccc1	-10%	8%	0.1%	4%	0%	5%[11.3 µM]	-16%	i	-4%
CC(=O)c1cnc2c(-c3cccc(Br)c3)cnn2c1C	-3%	7%	2.5%	6%	?	56%[activator]	0%	?	6%
CCCCn1c(N)c(N(CC(C)C)C(=O)c2cc(S(=O)(=O)N3CCCCC3)ccc2C)c(=O)[nH]c1=O	-2%	8%	0.0%	4%	7%	6%	31%[activator]	i	9%
O=C(CNC(=S)N(CCCN1CCOCC1)Cc1cccs1)NC1CCCCCCC1	3%	-5%	1.9%	-5%	?	-23%	-26%	i	-15%
CC1CCC2(CC1)NC(=O)N(CC(=O)Nc1ccc3c(c1)OCCO3)C2=O (configuration not stated)	1%	2%	4.1%	18%	29%	38%	-2%	i	16%
O=C(O)CCC(=O)N1CCN(S(=O)(=O)c2ccc3ccccc3c2)CC1	2%	9%	-1.1%	-17%	0%	21%	2%	i	-6%
COc1ccc(C(c2nnnn2C2CCCC2)N2CCC(C)CC2)cc1 (configuration not stated)	-4%	4%	2.7%	1%	3%	4%	-5%	i	-11%
COc1ccccc1C(=O)NC(CCSC)C(=O)N1CCC(Cc2ccccc2)CC1 (configuration not stated)	-19%	-13%	0.3%	?	?	-18%	?	i	-7%
CCC(C)NC(=O)C1CCC(CNS(=O)(=O)c2ccccc2)CC1 (configuration not stated)	4%	-1%	-0.1%	-32%	0%	5%	4%	i	-8%
Cc1ccc(-c2nnc(Cc3ccc(Cl)cc3)o2)cc1	?	-3%	0.6%	?	-1%	43%[activator]	?	i	-4%
Cc1ccc(N2CCN(S(=O)(=O)N(C)C)CC2)cc1C	1%	9%	-0.3%[9.22 µM]	9%	-11%	4%	7%	i	1%
CC(NCC(=O)Nc1ccccc1C(=O)NC1CC1)c1ccccc1Cl (configuration not stated)	2%	-2%	-0.6%	-10%	6%	7%	-3%	i	-9%
Cn1c(OCc2cccnc2)nc2c1c(=O)n(Cc1ccc(F)cc1)c(=O)n2C	9%	-14%	0.1%	-25%	29%	-16%	-34%	i	-25%
Cc1ccc(C(=O)N2CCN(c3cc4c(cc3[N+](=O)[O-])n(C)c(=O)n4C)CC2)cc1	-1%	-4%	-0.2%	-4%	13%	3%	-19%	i	-10%
Cc1cc(C)cc(OCC(=O)N2CCCCCC2)c1	-1%	5%	0.2%	11%	-3%	-1%	-4%	i	0%
CC(=O)c1ccc(N2CCN(C(=S)Nc3cc(C)ccc3C)CC2)cc1	4%	9%	0.3%	9%	-1%	4%	1%	i	-1%
